Screening results: PubChem BioAssay, National Center for Advancing Translational Sciences (NCATS)
EPAC2 ag = EPAC2 (human) agonism; Q8WZA2; EPAC2 activation, biochemical qHTS; response scale: 100% = 6.5 mM cAMP response; Potency, µM (series often up to 154 µM), without a hit: top-dose activation, hits mostly activators; actives 0.079% (n = 360,000); AID 720711; further: potency means the concentration at half of the fitted maximal effect; nearly all actives have a fitted effect of over 50% in size
Target sequence (Q8WZA2 whole entry, looked up): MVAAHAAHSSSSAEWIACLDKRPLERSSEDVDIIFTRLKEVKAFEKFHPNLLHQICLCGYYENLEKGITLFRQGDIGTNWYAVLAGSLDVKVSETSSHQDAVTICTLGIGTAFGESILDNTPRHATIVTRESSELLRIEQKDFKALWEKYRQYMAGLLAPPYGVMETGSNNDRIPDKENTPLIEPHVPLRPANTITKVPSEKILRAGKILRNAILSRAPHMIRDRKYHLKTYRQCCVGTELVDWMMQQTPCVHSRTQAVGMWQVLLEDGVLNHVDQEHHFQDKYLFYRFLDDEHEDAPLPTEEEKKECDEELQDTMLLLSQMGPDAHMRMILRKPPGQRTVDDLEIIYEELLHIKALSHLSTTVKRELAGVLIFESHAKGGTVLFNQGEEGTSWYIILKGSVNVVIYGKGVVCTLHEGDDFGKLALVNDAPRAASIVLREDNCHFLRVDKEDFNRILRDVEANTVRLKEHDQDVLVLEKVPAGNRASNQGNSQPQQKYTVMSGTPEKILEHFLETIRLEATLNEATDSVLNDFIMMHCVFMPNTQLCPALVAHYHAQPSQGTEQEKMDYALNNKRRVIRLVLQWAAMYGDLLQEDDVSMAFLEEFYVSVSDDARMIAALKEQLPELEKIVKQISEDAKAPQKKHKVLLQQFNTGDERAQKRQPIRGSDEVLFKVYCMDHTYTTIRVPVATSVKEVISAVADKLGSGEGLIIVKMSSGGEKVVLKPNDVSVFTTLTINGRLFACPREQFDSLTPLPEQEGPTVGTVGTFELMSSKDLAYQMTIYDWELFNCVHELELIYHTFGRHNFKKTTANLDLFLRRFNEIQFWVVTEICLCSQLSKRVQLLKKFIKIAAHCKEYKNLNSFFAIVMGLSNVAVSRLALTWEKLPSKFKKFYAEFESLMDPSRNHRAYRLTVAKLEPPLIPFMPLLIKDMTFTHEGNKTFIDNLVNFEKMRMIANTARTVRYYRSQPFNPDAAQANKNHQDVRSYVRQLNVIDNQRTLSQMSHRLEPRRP
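qHTS, titration series. 100 nM EPAC2 / 250 nM Rap1B-BODIPY-GDP / 50 uM GDP; RT; ex 480/em 540 nm, 5-min reads to 30 min. Norm. to 6.5 mM cAMP = activation.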
TDP43 rescue = inhibitors of TDP-43 toxicity in yeast; actives 1.8% (n = 410,000); Potency, µM (highest dose often 46.1 µM), without a hit: top-dose growth rescue (activation), usual class: activators; TDP-43 expressing yeast growth rescue, BacTiter-Glo, 24 h; AID 652104; further: potency means the concentration at half of the fitted maximal effect; % of control where 0% means no effect; nearly all actives have a fitted effect of over 50% in size
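Cell-based yeast growth screen: TDP-43 expression induced in galactose, inoculum OD600=0.02 after raffinose pregrowth to mid-log. Read-out BacTiter-Glo luminescence at 24 hr, 30 deg C; inhibition of toxicity seen as signal increase.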
EPAC2 antag = EPAC2 (human) antagonism | Potency, µM (titrated, usually from 114 µM), inactives show top-dose activity, negative = inhibition, hits mostly inhibitors | actives 0.18% (n = 360,000) | EPAC2 GEF exchange of Rap1B-BODIPY-GDP, fluorescence | Q8WZA2 | AID 720708; further: potency means the concentration at half of the fitted maximal effect; on the % scale 0 is the no-effect control and ±100 the full control effect; nearly all actives have a fitted effect of over 45% in size; many of its hits are not listed in these tables
Abeta yeast res = compounds reversing amyloid beta toxicity in yeast | actives 0.063% (n = 410,000) | AID 1347071 | Potency, µM (series often up to 46.1 µM), without a hit: at the top dose growth rescue, hits mostly activators | yeast expressing A-beta42, growth rescue, OD600, 48 h; response scale: 0% DMSO, 100% iron-clioquinol control; further: potency means the concentration at half of the fitted maximal effect; nearly all actives have a fitted effect of over 55% in size
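Growth rescue measured by 600 nm absorbance after 48 h yeast culture at 30 C with compound. Values normalized between DMSO and an equimolar ferric chloride plus clioquinol control.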
aSyn rescue = rescues yeast growth from alpha-synuclein toxicity; Potency, µM (top dose mostly 46.1 µM), for the others: at the highest dose growth rescue (activation), hits mostly activators; Yeast expressing alpha-synuclein, growth rescue, BacTiter-Glo, 24 h; actives 0.14% (n = 370,000); further: potency means the concentration at half of the fitted maximal effect; % of control where 0% means no effect; nearly all actives have a fitted effect of over 65% in size
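Rescue of yeast growth: cells expressing toxic alpha-synuclein, induced in galactose at OD600 0.02, incubated with compound 24 h at 30 C. ATP luminescence quantified growth; inhibitors of toxicity appear as activators.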
FUS yeast rescue = rescues growth of FUS-expressing yeast | S. cerevisiae FUS-expressing, growth rescue, OD600, 24 h | Potency, µM (titrated, usually from 76.6 µM), inactives show at the top dose growth rescue (activation), usual class: activators | actives 0.24% (n = 390,000);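 further: potency means the concentration at half of the fitted maximal effect; plate controls were DMSO vehicle for no effect and reference control for full effect; nearly all actives have a fitted effect of over 55% in size; some results filed as inactive show a strong effect at the top dose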
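Compound concentration series was pinned onto galactose-induced FUS-expressing yeast seeded at OD 0.005. Plates sat 24hr at 30C; absorbance at 600 nm gave growth. DMSO served as background control.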
D3 ag = D3 dopamine receptor (human) agonism | D3R DiscoveRx beta-arrestin cells, luminescence, 90 min | P35462 | AID 652048 | max activation, % | actives 0.58% (n = 410,000); in the data active means max activation above about 30%; further: 0% is about no effect; mostly tested at two doses, the higher about 12 µM
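Cells at 1500/well, incubated overnight, then treated with pinned compounds (dopamine as control) for 90 min at 37 degrees C. DiscoveRx reagent added for 30 - 60 minutes at room temperature; luminescence read.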
D3 antag = D3 dopamine receptor (human) antagonism. D3R cells, DiscoveRx beta-arrestin luminescence, antagonist mode; stronger effect = lower value. actives 2.5% (n = 360,000). P35462. max response, negative = inhibition, %; in the data active means max response below about -50%; inconclusive means no clear call, values can overlap the other calls; further: on the % scale 0 is the no-effect control and ±100 the full control effect; mostly tested at two doses, the higher about 12 µM
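Cells expressing the human receptor were seeded at 1500 cells/well, incubated overnight at 37 degrees C in 5% CO2, then exposed to library compounds with dopamine controls for 90 minutes at 37 degrees C before luminescent detection.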
Numbers without * were called inactive; ? = inconclusive; · = no result given; & = joins results of further samples; ! = repeats disagree; [ ] = remark or other dose. Unless noted, the call rests on the fitted dose curve; in most records, active means well fitted curve in the direction sought with a large enough effect; inconclusive means small, poorly fitted or top-dose-only effect, or another doubt; inactive means no such curve, though single readings can be large; an effect the other way counts as inactive or inconclusive. An excerpt; the hit share may differ from the screen's.

compound	EPAC2 ag	TDP43 rescue	EPAC2 antag	Abeta yeast res	aSyn rescue	FUS yeast rescue	D3 ag	D3 antag
CC(=O)c1ccccc1NC(=O)CCNC(=O)c1ccco1	0%	7%	-3%	-4%	1%	7%	9	-2
S=c1[nH]nc(COc2ccc3c(c2)OCO3)n1-c1ccccc1	7%	0%	7%	2%	-4%	5%	-8	44
CCCNC(=O)c1c(O)c2c([nH]c1=O)CCCC2	10%	0%	17%	-25%	0%	16%	1	-5
COc1ccc(OCC(=O)NNC(=O)Cc2coc3cc(OC)ccc23)cc1	17%	-3%	-2%	3%	-4%	-12%	-15	-9
Cc1ccc(C(=O)Nc2ccc3c(c2)OCCO3)o1	-1%	-31%[inhibitor]	-2%	-8%	-25%	-1%	0	-14
O=C(c1nc[nH]c1C(=O)N1CCN(c2ccccc2)CC1)N1CCN(c2ccccc2)CC1	4%	2%	1%	-5%	0%	12%	-3	-18
COc1ccc(CNC(=O)CCc2c(C)nc3cc(-c4ccc(OC)cc4OC)nn3c2C)cc1	·	5%	·	-9%	·	-2%	1	·
Cc1oc(-c2ccccc2)cc1C(=O)NCc1ccncc1	0%	1%	1%	8%	6%	-18%	0	-21
CN(C)c1nc(SCCOC(=O)COc2ccc(Cl)cc2Cl)nc(N(C)C)n1	10%	-20%	6%	3%	7%	9%	11	4
Cc1ccc(NS(=O)(=O)c2ccccc2)c2c1CC(C)(C)O2	16%	-10%	-2%	8%	17%	4%	-2	2
CCOC(=O)[C@H]1[C@H]2COc3ccc(C)cc3[C@@H]2N2C(=O)CN(Cc3ccc(F)cc3)C(=O)[C@@]12C	15%	0%	-12%	3%	8%	?	0	?
CCn1nc(NS(=O)(=O)c2ccc(F)cc2)c2cc3cccc(C)c3nc21	-10%	17%	-1%	4%	-1%	-6%	-2	3
COc1ccccc1-n1c(=O)c2c3c(sc2n2c(SC(C)C)nnc12)CCC3	2%	0%	-1%	4%	6%	7%	3	0
C=CCc1cccc(CNc2ccc(Br)cc2)c1O	8%	22µM*	-27%	-39%[inhibitor]	17%	-2%	0	21
Cc1cc(NC(=O)c2cc(-c3ccncc3)nc3c(C)cccc23)no1	10%	9%	-5%	-12%	-1%	20%	1	13
O=C(NCc1cccnc1)c1cccc(S(=O)(=O)Nc2cccc(Cl)c2)c1	7%	-1%	6%	20%	6%	·	17	-5
COc1ccccc1CNC(=O)c1csc(Cc2ccc(Cl)cc2)n1	-2%	?	-5%	?	-18%	?	7	-9
CCCNC(=O)c1cc2nc(-c3ccc(Br)cc3)cc(C(F)(F)F)n2n1	·	17%	·	-10%	·	43%	4	·
CCCCn1nnnc1C(c1ccccc1)N1CCN(C)CC1 (stereo not given)	2%	21%	0%	0%	1%	-13%	0	22
Cc1ccc(C)c(S(=O)(=O)N(C)C2CCS(=O)(=O)C2)c1 (stereo not given)	-3%	-20%	2%	0%	4%	1%	10	11
CCCCCCSc1cccc(-c2nc3ccc(Cl)cn3c2NCCCC)c1	6%&-6%	-6%&0%	-9%&14%	5%&12%	0%&1%	5%&12%	33*!	53&17
CCCOc1ccc(C(=O)Nc2ccc3nn(-c4ccc(OC)c(Cl)c4)nc3c2)cc1	·	3%	·	-11%	·	10%	-23	·
CCCOC(=O)Nc1ccc(S(=O)(=O)Nn2cnnc2)cc1	8%	-13%	1%	0%	0%	19%	-5	?
Cc1ccc(OCC(O)Cn2c(N3CCOCC3)nc3c2c(=O)[nH]c(=O)n3C)cc1 (stereo not given)	-6%	-3%	8%	0%	-3%	-8%	7	4
CCCCN(C(=S)Nc1cccc(SC)c1)C1CCN(C(C)=O)CC1	8%	-10%	3%	-10%	-2%	8%	-10	32
O=C(Cc1ccc(Br)cc1)NCc1ccccc1	3%	-12%	6%	-11%	10%	-10%	-3	-8
CN(CC(=O)Nc1c(Cl)cccc1Cl)C(=O)CCc1nc2sc3c(c2c(=O)[nH]1)CCCC3	-11%	12%	10%	2%	-4%	10%	1	5
CCN1CCN(c2ncc(C(=O)Nc3c(F)cc(F)cc3Br)c3ccccc23)CC1	3%	-17%	16%	-16%	-1%	18%	2	-62*
Cc1ccc(-c2csc3ncn(CC#N)c(=O)c23)cc1C	1%	·	-15%	19%	10%	34%	-6	?
O=C(CN1CCOCC1)Nc1ccc(S(=O)(=O)N2CCCCCC2)cc1	-10%	-16%	9%	2%	-9%	15%	31*	4
Cc1ccc(-n2c(=O)c3sccc3n(Cc3cc(=O)n4cc(Cl)ccc4n3)c2=O)cc1F	-4%	2%	-1%	10%	21%	·	4	3
COc1ccc(C2SCCN2C(=S)Nc2ccc(F)cc2)cc1 (stereo not given)	13%	-1%	7%	-16%	-3%	·	-4	-29
CCCCCC1CC(CC/C(C)=N/NC(N)=O)C(=O)O1 (stereo not given)	-1%	-14%	5%	5%	-6%	-24%	-7	-13
COc1ccc(S(=O)(=O)N2N=C(c3ccc(NS(C)(=O)=O)cc3)CC2c2ccco2)cc1 (stereo not given)	1%	15%	-4%	-9%	-6%	?	4	7
O=S(=O)(Nc1ccc(F)cc1)N1CCCCCC1	-13%	20%	2%	-8%	16%	7%	-1	7
C[C@@H]1CN([C@H](C)CO)C(=O)c2cc(C3=CCCCC3)cnc2O[C@@H]1CN(C)Cc1ccccc1C(=O)O	-1%	?	5%	0%	-1%	-4%	5	0
N#C/C(=C\c1c[nH]c2ccccc12)C(=O)Nc1ncc(Cc2ccc(Cl)cc2Cl)s1	3%	23%	23%	0%	-1%	16%	1	?
Cc1ccc(C(O)(C(=O)NN(C(=O)c2ccccc2)c2ccccc2)c2ccc(C)cc2)cc1	-8%	-1%	1%	10%	4%	11%	4	7
CCOC(=O)N1CCN(C(=O)Cc2ccc(-n3c(=S)[nH]c4ccccc4c3=O)cc2)CC1	0%	-12%	0%	7%	5%	37%	2	34
CN(C)C(=O)c1cc(C(=O)c2ccccc2Cl)c[nH]1	2%	-21%	12%	-9%	5%	13%	3	4
COCCN1C(=O)CN(S(C)(=O)=O)CC1(C)C(=O)Nc1c(C)cccc1C (stereo not given)	3%	20%	10%	9%	0%	-7%	7	8
COc1cccc(CSc2nc3sc(C)c(C)c3c(=O)n2Cc2ccco2)c1	11%	21%	-3%	3%	11%	5%	0	?
O=C(CSc1nc2ccccc2o1)Nc1nc(-c2ccccc2)c(-c2ccccc2)s1	9%	-7%	6%	-5%	-1%	-8%	2	-25
CC1(C)Cc2c(sc(NC(=O)C(=O)N3CCOCC3)c2C(N)=O)CO1	4%	-15%	6%	-6%	-12%	7%	-1	-12
O=C(O)CCCN=CC1=C(O)C(C(=O)c2ccccc2)CCC1=O (stereo not given)	3%	5%	6%	22%	-3%	-2%	0	3
CC1=CC2=NC(=O)CC(C)(C(=O)N(CC(=O)NC(C)(C)C)Cc3cccs3)N2C=C1 (stereo not given)	9%	-10%	13%	-17%	1%	-4%	-8	-29
CC(=O)N1CCN(CCS(=O)(=O)c2ccc(Br)cc2)CC1	2%	5%	11%	-19%	-10%	·	-11	-5
O=[N+]([O-])c1cc(C(F)(F)F)ccc1NCCCN1CCOCC1	-2%	12%	-2%	3%	5%	8%	-7	-4
CCOC(=O)Cc1c(C)nc2c(-c3ccc(Cl)cc3)c[nH]n2c1=O	3%	15%	2%	3%	2%	·	-4	-11
CCOC(=O)C1=C(C)N=c2s/c(=C/c3ccc(OCC(=O)O)cc3)c(=O)n2C1c1ccc(OC)cc1OC (stereo not given)	-24%	0%	15%	-20%	-24%	-7%	-2	16
N/C(=N\O)c1ccc(N2CCN(c3ncccc3C(F)(F)F)CC2)nc1	13%	14%	-4%	0%	3%	1%	31*	40
COc1ccc(NC(=O)CSCC(=O)OCc2cccc(OC)c2OC)cc1	3%	7%	-9%	-3%	-11%	12%	4	-12
COc1ccc(C(=O)n2nc(-c3ccc(OC)cc3)nc2N)cc1	-8%	5%	8%	-6%	-6%	·	6	19
O=C1OCCN1C(=O)[C@H]1[C@H](c2ccc(Cl)cc2)C(c2ccccc2)=NN1c1ccccc1	12%	11%	-24%	2%	?	23%	4	-2
Cn1c(=O)c2c(nc(Sc3ncccn3)n2Cc2ccc(Cl)cc2)n(C)c1=O	6%	17%	-2%	7%	-6%	-12%	3	-1
CC(=O)c1cccc(NC(=O)CN2CCc3cc4c(cc3C2C)OCCCO4)c1 (stereo not given)	10%	-2%	-5%	15%	0%	0%	-3	0
COCCCNC(=S)NNC(=O)c1ccc2c(c1)OCO2	8%	19%	-9%	27%	2%	-9%	7	11
CCN(C(=O)CSc1nc2cc(S(=O)(=O)N(CC)CC)ccc2n1CC)C1CCS(=O)(=O)C1 (stereo not given)	5%	-3%	-5%	0%	0%	3%	6	4
COc1ccc(-c2c(C(=O)O)c(C(=O)O)c3n2CCC3)cc1	7%	2%	-1%	10%	2%	2%	-2	4
COc1ccc(CCNC(=O)C(=O)NCC2CCCO2)cc1 (stereo not given)	14%	-19%	-11%[57.1 µM]	-7%	-1%	14%	-4	0
CC(C)(C)C1CCc2c(sc(NC(=O)Cn3nnc(-c4ccccc4F)n3)c2C#N)C1 (stereo not given)	·	-14%	·	-18%	·	2%	-20	·
Cc1ccc(NC(=O)c2cc(-c3cc(Cl)ccc3C)n[nH]2)cc1NS(C)(=O)=O	15%	14%	-11%	-16%	0%	28%	-19	?
COC(=O)c1ccc(/C=N/N2CCN(Cc3ccc(C)cc3C)CC2)cc1	16%	4%	-11%	2%	-10%	·	-29	-6

Record cards, as listed above. Values in the order: EPAC2 ag | TDP43 rescue | EPAC2 antag | Abeta yeast res | aSyn rescue | FUS yeast rescue | D3 ag | D3 antag
Record of `CC(C)(C)C1CCc2c(sc(NC(=O)Cn3nnc(-c4ccccc4F)n3)c2C#N)C1` (stereo not given) → · | -14% | · | -18% | · | 2% | -20 | ·
Record of `CC1=CC2=NC(=O)CC(C)(C(=O)N(CC(=O)NC(C)(C)C)Cc3cccs3)N2C=C1` (stereo not given) → 9% | -10% | 13% | -17% | 1% | -4% | -8 | -29
